High-throughput results: PubChem BioAssay, several laboratories
HPDE-C7 viability: cytotoxicity in HPDE-C7 cells, cell-based, fluorescence, HTS (AID 430); 63,000 tested, 1.8% active; cytotoxicity, % at 10 µM; hits with a dose series show EC50 in µM; HPDE-C7 pancreatic duct cells viability, fluorescence; higher % means a stronger effect;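 also: cells exposed to compound for 48 hours before viability readout; 0% = vehicle and 100% = reference cytotoxic drug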
LYP inhibition: LYP phosphatase inhibitors, primary screen, biochemical, DiFMUP fluorescence, recombinant catalytic domain, 10 µM (AID 606); 52,000 tested, under 10 active; recombinant LYP catalytic domain, DiFMUP fluorescence; higher % means a stronger effect; one-dose inhibition, % at 10 µM; IC50 in µM for titrated hits; Tyrosine-protein phosphatase non-receptor type 22 (Homo sapiens);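 active = IC50 under 40 µM in the dose-response test; inactive = IC50 of 40 µM or more, or never dose-tested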
Spn MK inh: S. pneumoniae MK inhibitors, primary screen, biochemical, PK/LDH-coupled NADH absorbance. purified MK, PK/LDH-coupled NADH absorbance 340 nm. inhibition, % at 10 µM. 65,000 tested, 0.48% active. AID 555, 2006;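 active = ranked among the strongest by inhibition in the single 10 µM screen, a fixed top-ranked set picked for dose follow-up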; also: no value below 0 was filed
KRASV12 cytotoxicity: cytotoxicity in KRAS-transformed pancreatic duct cells, primary screen, cell-based, fluorescence, HTS (AID 431) | HPDE-C7K KRASV12 cells, Alamar Blue viability, 48 h; higher % means a stronger effect | one-dose cytotoxicity, % at 10 µM; EC50 in µM for titrated hits | 63,000 tested, 1.7% active;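 active = compounds whose percent cytotoxicity in the single-dose primary screen, scaled between solvent and toxic-drug controls, exceeds 50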;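 also: 0% = DMSO solvent wells and 100% = doxorubicin-treated wells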
Bfl-1 inhibitors: Bfl-1 inhibitors, primary screen, biochemical, fluorescence polarization, FITC-Bid, mouse (AID 432); Bcl-2-related protein A1 (Mus musculus); displacement, % at 20 µM, or IC50 in µM where a hit was titrated; FITC-Bid BH3 peptide fluorescence polarization displacement; higher % means a stronger effect; 64,000 tested, 0.02% active; in the data active = a potency from the dose series; inactive = the rest, 99 in 100 with displacement below about 15%; also: strong numbers were not always called active
HT1080 cytotoxicity: cytotoxicity in HT1080 fibrosarcoma cells, cell-based, fluorescence readout (AID 620); HT1080 viability, fluorescence; higher % means a stronger effect; one-dose cytotoxicity, % at 10 µM; EC50 in µM for titrated hits; 87,000 tested, 0.42% active;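 also: cells exposed to compound overnight then 4 h with Alamar Blue; 0% = vehicle DMSO and 100% = killing control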
Spn DPM-DC inh: S. pneumoniae DPM-DC inhibitors, primary screen, biochemical, PK/LDH-coupled NADH fluorescence. diphosphomevalonate decarboxylase (Streptococcus pneumoniae D39). purified DPM-DC. calls only at 10 µM. 65,000 tested, 0.49% active;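 active = the 320 compounds with the highest percent inhibition in the single-dose primary screen, excluding strongly autofluorescent ones, cut at about 32% in these data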;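 also: kinetic rate of NADH fluorescence loss reporting ADP formed by the decarboxylase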
PMK inhibit: S. pneumoniae PMK inhibitors, primary screen, biochemical, mevalonate pathway, pilot trial included; inhibition, % at 10 µM; purified PMK, PK/LDH-coupled NADH absorbance 340 nm; AID 539, 2006; 65,000 tested, 0.49% active; phosphomevalonate kinase (Streptococcus pneumoniae D39);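 active = top-ranked compounds by inhibition in the single 10 µM screen, taking a fixed number of the strongest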;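 also: 0% = full reaction with DMSO carrier and 100% = background rate without enzyme reaction; no value below 0 was filed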
TNAP inhibition: human TNAP enzyme inhibitors, biochemical, luminescent (AID 518); Alkaline phosphatase, tissue-nonspecific isozyme (Homo sapiens); purified TNAP enzyme, luminescent substrate readout; higher % means a stronger effect; one-dose inhibition, % at 20 µM; IC50 in µM for titrated hits; 64,000 tested, 0.09% active; in the data active = a potency from the dose series; inactive = the rest, 99 in 100 with inhibition below about 22%;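 also: plate controls were vehicle for no effect and reference inhibitor for full effect; many of its hits are not listed in these tables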
PMK inhibit pilot replicates: further read-out of PMK inhibit, marked with its call; inhibition, %; measured here: pilot screen replicates
Spn MK inh pilot replicates: also measured in Spn MK inh; calls as there; inhibition, %; measured here: pilot screen replicates
Spn DPM-DC inh pilot screen %: recorded beside Spn DPM-DC inh, whose call it bears; inhibition, %; measured here: pilot screen trials
Starred values were filed as active, the others as inactive; i = inactive; / = not tested or not shown. Rule as the data show it, unless noted: active = cytotoxicity above about 50%; inactive = the rest.

SMILES | HPDE-C7 viability | LYP inhibition | Spn MK inh | KRASV12 cytotoxicity | Bfl-1 inhibitors | HT1080 cytotoxicity | Spn DPM-DC inh | PMK inhibit | TNAP inhibition | others
O=C(OCc1cc2ccccc2[nH]c1=O)c1ccccc1 | -2% | 15% | 0 | 3% | -7% | 4% | i | 0 | 13%
CC1(C)Cc2cccc(OCC(=O)N3CCN(S(=O)(=O)c4ccc(F)cc4)CC3)c2O1 | -22% | -3% | 0 | -29% | -3% | -1% | i | 8 | 0%
O=C(CSc1nnc(-c2cccnc2)n1Cc1ccco1)NCc1ccc2c(c1)OCO2 | -6% | 10% | 5 | -10% | -3% | 19% | i | 4 | 8%
CC1CCc2cc(F)ccc2N1C(=O)CSc1nnc(-c2cccs2)n1C (stereo not drawn) | -27% | -5% | 0 | -21% | -7% | -8% | i | 15 | 8%
COCCn1c(SCC(=O)NCc2cccs2)nnc1-c1ccc(OC)cc1 | / | / | 6 | / | -3% | 8% | i | 7 | 1%
N=c1c2c(-c3ccccc3)c(-c3ccccc3)n(Cc3ccccc3)c2ncn1CCCn1ccnc1 | 5.5µM* | / | 0 | 17µM* | 9% | 37% | i | 7 | -51%
NS(=O)(=O)c1ccc(NC(=O)CN2CCCCC2)cc1 | 16% | / | 3 | 14% | -1% | 2% | i | 15 | 8%
COc1ccc(N2CCN(C(=O)CSc3ncnc4c3cnn4-c3ccccc3C)CC2)cc1 | 17% | 8% | 13 | 11% | -2% | 0% | i | 12 | 14% | PMK inhibit pilot replicates=4.0;Spn MK inh pilot replicates=2.5;Spn DPM-DC inh pilot screen %=0.0
CC(C)(C)c1[nH]nc2c1C(c1cccnc1)C(C#N)=C(N)O2 (stereo not drawn) | -10% | / | 1 | -9% | 1% | -2% | i | 2 | 6%
COc1ccc(N2CCN(c3oc(-c4ccco4)nc3C#N)CC2)cc1 | 1% | / | 16 | 3% | -3% | 0% | i | 13 | 9%
Cc1nn(-c2ccc(F)cc2)c2sc(C(=O)O)cc12 | 4% | 1% | 0 | -5% | 4% | -3% | i | 18 | 3% | PMK inhibit pilot replicates=0.0;Spn MK inh pilot replicates=1.0;Spn DPM-DC inh pilot screen %=0.5
O=C(CN1CCCCC1)Nc1cccc(Br)c1 | -5% | 18% | 10 | -10% | -2% | -1% | i | 5 | 9%
CCOc1cc2c(cc1OCC)C(C(=O)O)C(c1cc(Br)c(O)c(OC)c1)N(C)C2=O (stereo not drawn) | 1% | / | 0 | 3% | 6% | -15% | i | 12 | 6%
Cc1ccc(S(=O)(=O)N(Cc2cc3cc4c(cc3[nH]c2=O)OCCO4)CC2CCCO2)cc1 (stereo not drawn) | 8% | 2% | 6 | 2% | 3% | 7% | / | 2 | 13%
N=c1sccn1CC(=O)Nc1ccccc1Cc1ccccc1 | -3% | -2% | 7 | 3% | -5% | 0% | i | 15 | 5%
Cc1ccc(-c2ccc(/C=N/c3ncn[nH]3)o2)cc1Cl | 6% | 6% | 2 | 21% | -5% | -1% | i | 3 | 17%
CC(C)CC(c1nnnn1CCc1ccccc1)N1CCN(C(=O)c2ccco2)CC1 (stereo not drawn) | -8% | / | 8 | -5% | -8% | -2% | i | 2 | 10%
CC1(c2ccc3noc(-c4ccc(Cl)cc4)c3c2)OCCO1 | -5% | 5% | 7 | -12% | -3% | -10% | i | 0 | 8%
O=C(CN1C(=O)NC2(CCCc3ccccc32)C1=O)N1CCN(C(=O)c2ccco2)CC1 (stereo not drawn) | 2% | -11% | 3 | 3% | -1% | -13% | i | 7 | 5%
COc1ccccc1-c1cc(C(=O)NCc2ccc(Cl)cc2)no1 | -15% | -6% | 3 | -4% | 0% | -4% | i | 8 | 10%
COc1ccc(Cc2nnc3c4cnn(C)c4ncn23)cc1 | -7% | 5% | 6 | -2% | -6% | 8% | i | 2 | 28%
CCN(CC)C(=O)c1ccc2c(c1)N(Cc1ccccc1)C(=O)CS2=O (stereo not drawn) | 5% | 5% | 6 | -4% | 2% | 1% | i | 0 | 4%
O=C1CCCN1c1cc(Cl)ccc1Cl | -7% | 0% | 8 | 3% | -6% | -6% | i | 14 | 12%
CN(CC(=O)N1CCc2ccccc2C1)S(=O)(=O)c1ccc2c(c1)c(=O)n(C)c(=O)n2C | 9% | 3% | 3 | 3% | -1% | -6% | i | 14 | 5%
COc1ccc(OC)c(N2C(=O)C(Cl)=C(N3CCOCC3)C2=O)c1 | -12% | / | 10 | -19% | 30% | -3% | i | 6 | 1%

Overlap with the part before: seven entries, then new ones.
SMILES | HPDE-C7 viability | LYP inhibition | Spn MK inh | KRASV12 cytotoxicity | Bfl-1 inhibitors | HT1080 cytotoxicity | Spn DPM-DC inh | PMK inhibit | TNAP inhibition | others
O=C(CN1C(=O)NC2(CCCc3ccccc32)C1=O)N1CCN(C(=O)c2ccco2)CC1 (stereo not drawn) | 2% | -11% | 3 | 3% | -1% | -13% | i | 7 | 5%
COc1ccccc1-c1cc(C(=O)NCc2ccc(Cl)cc2)no1 | -15% | -6% | 3 | -4% | 0% | -4% | i | 8 | 10%
COc1ccc(Cc2nnc3c4cnn(C)c4ncn23)cc1 | -7% | 5% | 6 | -2% | -6% | 8% | i | 2 | 28%
CCN(CC)C(=O)c1ccc2c(c1)N(Cc1ccccc1)C(=O)CS2=O (stereo not drawn) | 5% | 5% | 6 | -4% | 2% | 1% | i | 0 | 4%
O=C1CCCN1c1cc(Cl)ccc1Cl | -7% | 0% | 8 | 3% | -6% | -6% | i | 14 | 12%
CN(CC(=O)N1CCc2ccccc2C1)S(=O)(=O)c1ccc2c(c1)c(=O)n(C)c(=O)n2C | 9% | 3% | 3 | 3% | -1% | -6% | i | 14 | 5%
COc1ccc(OC)c(N2C(=O)C(Cl)=C(N3CCOCC3)C2=O)c1 | -12% | / | 10 | -19% | 30% | -3% | i | 6 | 1%
CCc1ccc(C(=O)Nc2ccc(S(=O)(=O)Nc3nc(C)cc(C)n3)cc2)o1 | 0% | -4% | 7 | 0% | -3% | -5% | i | 7 | 13%
COc1cc(C(=O)Nc2ccc(N(C)C)cc2)cc(OC)c1OC | 0% | 12% | 5 | 16% | 0% | 3% | i | 12 | 17%
O=C(OCN1C(=O)c2ccccc2C1=O)c1ccccc1 | 2% | 12% | 17 | 3% | -8% | 4% | i | 0 | 13%
Brc1cccc(-c2nnc3n2CCC3)c1 | -15% | -43% | 3 | -18% | -4% | 3% | i | 0 | 1%
Cc1ccc(C(=O)C(C)OC(=O)C2CC(=O)N(C3CCCCC3)C2)cc1 (stereo not drawn) | -5% | 10% | 7 | -11% | 6% | 1% | i | 11 | 0%
CCCOc1ccc(C(=O)c2nc3c(n2O)CCCC3)cc1 | -2% | 10% | 11 | -4% | -14% | / | i | 14 | 9%
O=c1c2c(nc3c(-c4ccc(Cl)cc4)c[nH]n13)CCCC2 | 7% | -1% | 0 | 6% | 0% | -4% | / | 1 | 10%
Cc1cccc(-n2c(SCC(=O)NCc3ccco3)nnc2-c2ccco2)c1 | -26% | -7% | 0 | -13% | 2% | 6% | i | 15 | 6%
O=C(CN1CCc2ccccc21)NC(=O)NCc1ccco1 | / | / | 0 | / | 1% | 12% | i | 14 | 10%
COC(=O)c1ccc(NS(=O)(=O)N(C)C)cc1 | -1% | 19% | 5 | -5% | 0% | 2% | i | 0 | 15%
O=C(COC(=O)C1CCC1)NCc1ccccc1Cl | -24% | / | 9 | -26% | -12% | 2% | i | 0 | 11%
CC12CN3CC(C)(CN(C1)C3c1cc3ccccc3[nH]1)C2=O (stereo not drawn) | 15% | 9% | 11 | 18% | -4% | -8% | i | 7 | 4%
COC(=O)CN(c1ccc2c(c1)OCCO2)S(=O)(=O)c1ccccc1 | -4% | -1% | 8 | 2% | 0% | 0% | i | 4 | 17%
O=C(CC1(O)C(=O)N(C/C=C/c2ccccc2)c2ccccc21)c1ccccn1 (stereo not drawn) | -12% | 8% | 9 | -28% | 6% | -38% | i | 6 | 9%
CSc1nc2ccc(Nc3nc(N4CCOCC4)nc(N4CCOCC4)n3)cc2s1 | 34% | 5% | 8 | 31% | -4% | 11% | i | 6 | 12% | PMK inhibit pilot replicates=0.0;Spn MK inh pilot replicates=4.5;Spn DPM-DC inh pilot screen %=0.0
COc1ccc(C(=O)Nc2ccc(-c3cn4ccsc4n3)cc2)cc1S(=O)(=O)N1CCOCC1 | 4% | 11% | 5 | 19% | -2% | -2% | i | 11 | 0%
CCOCCn1c(CN2CCN(C)CC2)nc2c1c(=O)n(C)c(=O)n2C | 8% | 3% | 6 | 1% | -1% | -5% | i | 4 | 10%
COC(=O)C1=C(C)N(C)C(C)=C(C(=O)OC)C1c1ccccc1C | 2% | 10% | 4 | -1% | -6% | -6% | i | 9 | 5%
CCOC(=O)c1ccc(COC(=O)CCc2nc3ccccc3[nH]c2=O)o1 | -32% | -4% | 5 | -15% | -6% | 6% | i | 1 | 3% | PMK inhibit pilot replicates=0.0;Spn MK inh pilot replicates=3.5;Spn DPM-DC inh pilot screen %=10
CCC(=O)Nc1c(C#N)c2nc3ccccc3nc2n1C1CCCCC1 | 2% | -2% | / | 17% | 16% | 8% | / | 9 | 7%
Cc1ccc(NC(=O)c2cc(N3CCOCC3)nc3ccccc23)cc1 | 11% | -7% | 12 | 7% | -2% | 6% | i | 7 | 10%
O=C(Nc1ccc2nc(-c3ccc(Br)o3)[nH]c2c1)c1ccco1 | 45% | 13% | 6 | 42% | -2% | 34% | i | 6 | 10%
COc1cccc(NC(=O)N2CCC(C(=O)Nc3ccc(C)cc3C)CC2)c1 | -12% | 7% | 1 | -5% | -5% | -8% | i | 11 | 10%
O=C(NCCN1C(=O)CCC1=O)c1ccncc1 | 4% | / | 8 | 2% | 2% | -1% | i | 7 | 8%
O=C(NC1CCCCCCC1)C1CCCN(S(=O)(=O)c2cnc[nH]2)C1 (stereo not drawn) | -18% | 8% | 2 | -1% | 8% | -6% | i | 2 | 12%
